OXTR potentiator: potentiates the human oxytocin receptor response; P30559; CHO-OTR cells, Fluo-8 calcium fluorescence, potentiator mode; 0% = oxytocin EC15, 100% = EC100; activation, % at 3 µM; hit rate 0.061% among 320,000; AID 2445;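 active means activation above that plate's cutoff, the mean activation of tested compounds plus 3 SD, cut at about 6.6% in these data, passing the limit was not always enough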;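 further: 100% uses oxytocin at 75 nM as the full agonist control; some results filed as inactive read as strong as hits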
Target sequence (P30559 whole entry, looked up): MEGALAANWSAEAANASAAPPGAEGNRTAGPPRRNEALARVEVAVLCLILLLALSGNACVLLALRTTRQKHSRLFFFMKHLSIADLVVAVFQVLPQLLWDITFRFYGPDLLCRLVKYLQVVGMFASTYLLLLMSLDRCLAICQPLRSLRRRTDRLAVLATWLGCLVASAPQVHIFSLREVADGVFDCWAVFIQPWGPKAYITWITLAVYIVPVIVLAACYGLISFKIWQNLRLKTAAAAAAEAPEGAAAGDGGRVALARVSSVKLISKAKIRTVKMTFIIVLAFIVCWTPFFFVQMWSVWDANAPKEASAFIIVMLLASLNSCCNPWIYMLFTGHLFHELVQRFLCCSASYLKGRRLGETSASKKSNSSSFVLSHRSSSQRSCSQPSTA
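assay system = CHO-OTR cells, human receptor | schedule = compound 6 min at room temperature before oxytocin, 100 s read | detection = Fluo-8 intracellular calcium fluorescence, ex 470-495, em 515-575 nm | evaluation = normalized max/min fluorescence ratio, % activation | control set = EC15 oxytocin alone as 0%, 75 nM oxytocin (EC100) as 100%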
V1R ag counter: activates human V1a receptor in oxytocin agonist counter-screen. P37288. CHO-V1R cells, Fluo-8 calcium fluorescence, agonist mode; 0% DMSO, 100% 3 nM vasopressin. activation, % at 3 µM. hit rate 0.25% among 320,000;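 active means activation above the mean activation of all tested compounds plus 3 SD, per screening run, cut at about 20% in these data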;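 further: signal is peak over basal fluorescence ratio across a 100 second FLIPR read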
M1 ag: agonists of human M1 muscarinic receptor. P11229. CHO-K1 hM1, Fluo-8 calcium fluorescence, agonist mode; 0% DMSO, 100% acetylcholine EC100. activation, % at 3 µM. hit rate 0.33% among 360,000. AID 588814;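 active means activation above the run's mean compound activation plus 3 SD, cut at about 16% in these data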;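 further: peak over basal fluorescence ratio within a 140 s kinetic read after compound addition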
Target sequence (P11229 whole entry, looked up): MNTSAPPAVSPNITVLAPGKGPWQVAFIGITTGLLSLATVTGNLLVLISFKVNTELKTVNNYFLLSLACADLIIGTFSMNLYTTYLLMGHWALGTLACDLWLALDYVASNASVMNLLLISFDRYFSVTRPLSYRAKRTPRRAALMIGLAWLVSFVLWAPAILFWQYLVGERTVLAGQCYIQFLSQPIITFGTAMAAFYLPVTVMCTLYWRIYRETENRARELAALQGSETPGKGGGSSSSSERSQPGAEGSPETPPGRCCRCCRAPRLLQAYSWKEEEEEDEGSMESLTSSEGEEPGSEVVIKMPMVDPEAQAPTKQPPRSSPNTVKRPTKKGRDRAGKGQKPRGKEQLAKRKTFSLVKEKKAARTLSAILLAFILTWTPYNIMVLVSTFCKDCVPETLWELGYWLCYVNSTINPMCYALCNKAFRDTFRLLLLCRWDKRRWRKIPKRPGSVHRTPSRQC
CHRM1 PAM: human CHRM1 positive allosteric modulation; P11229; CHO-K1 hM1, Fluo-8 calcium fluorescence, ACh EC20; 0% = ACh EC20, 100% = maximal ACh; activation, % at 3 µM; hit rate 0.088% among 360,000; in the data active means activation above about 19%, passing the limit was not always enough
TAAR1 ag: human TAAR1 agonism | Q96RJ0 | CHO RD-HGA16 TAAR1, Fluo-8 calcium fluorescence; vehicle wells 0%, saturating PEA agonist 100% | activation, % at 3 µM | hit rate 0.99% among 360,000;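 active means activation above the mean activation of all test compounds in the run plus 3 SD, cut at about 38% in these data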
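System: CHO-derived RD-HGA16 cells with stable Gα16 and human TAAR1 / Times: 17-24 h plating, Fluo-8 75 min 37 °C, 30 min RT / Technique: calcium-sensitive Fluo-8 signal, excitation 470-495, emission 515-575 nm / Measure: % activation relative to PEA EC100 response / Benchmarks: DMSO and PEA EC100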
TAAR1 antag: antagonists of human TAAR1; CHO RD-HGA16 TAAR1, Fluo-8 calcium fluorescence, antagonist; inhibition, % at 3 µM; hit rate 1.5% among 360,000; AID 624466;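 active means inhibition above a per-plate cutoff, the mean inhibition of test compounds on that plate plus 3 SD, cut at about 49% in these data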;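 further: 0% = DMSO plus EC80 beta-PEA response and 100% = DMSO alone without agonist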
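Test system: CHO RD-HGA16 cells bearing hTAAR1 | Reagent: β-PEA, EC80 | Compound dosing: 3 µM, single point | Schedule: Dye loading 75 min at 37 °C, then 30 min room temperature | Signal: Calcium fluorescence with Fluo-8 | Evaluation: Percent inhibition of PEA-evoked calcium signal, max/basal emission ratio | Control set: DMSO-only wells and EC80 β-PEA-stimulated wells | Repeats: Singlicate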
M1 antag: human CHRM1 antagonism; P11229; CHO-K1 hM1, Fluo-8 calcium fluorescence, ACh EC80 antagonist; inhibition, % at 3 µM; hit rate 1.3% among 360,000;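 active means percent inhibition above its own plate's cutoff, namely the mean of that plate's compound wells plus 3 SD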;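 further: peak over basal fluorescence ratio during 140 s after agonist addition; 0% = ACh EC80 plus DMSO and 100% = DMSO alone without agonist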
OXTR ag: human OXTR agonism | CHO-OTR cells, Fluo-8 calcium fluorescence; normalized: DMSO 0%, oxytocin 100% | AID 2435 | activation, % at 3 µM | hit rate 0.32% among 320,000;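 active means activation above the mean of all tested compounds plus 3 SD, cutoff set per screening run, cut at about 20% in these data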;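 further: peak over basal fluorescence ratio from a 100 s FLIPR kinetic read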
CHO parental Ca: counter-screen: ATP calcium response change in parental CHO cells | parental CHO-K1, ATP-induced calcium, Fluo-8 fluorescence | inhibition, % at 5.6 µM | hit rate 0.63% among 330,000 | AID 463079;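 active means inhibition above that plate's mean sample inhibition plus 3 SD, cut at about 26% in these data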;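 further: 0% = ATP-challenged DMSO wells and 100% = DMSO wells without ATP; some compounds past the cut are filed as inactive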
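Assay system – parental CHO cells · Reagent – ATP stimulus · Detection – intracellular calcium via Fluo-8 no-wash fluorescent dye · Evaluation – percent inhibition of ATP-evoked calcium rise, normalized to controls · Controls – ATP wells versus no-ATP DMSO wells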
* marks the source's active call; other numbers are inactive results; · = no result given.

The opening 8 records, ahead of the listing:
Values run as follows: V1R ag counter	OXTR ag	M1 ag	CHO parental Ca	CHRM1 PAM	TAAR1 ag	TAAR1 antag	M1 antag	OXTR potentiator
Cc1ccc(C(=O)Nc2ccc(N3CCCC3)cc2)c(C)c1
 : 0.3	-1.5	-14	17	-35	1	-14	16	-3
CCSc1nsc(NC(=O)Nc2cccc(F)c2)n1
 : 16	20*	4	101*	-12	14	17	38*	-26
c1csc(-c2nc(CN3CCSCC3)cs2)c1
 : 0.5	-0.8	-5	-3	2	0	-31	-2	0
CCOC(=O)C1(Cc2cccc(Cl)c2)CCCN(C(=O)C(C)(C)C)C1 (stereo not given)
 : 1.5	-1.9	-2	-19	12	5	-4	-16	-6
Cc1ccc2nc(C(=O)N3CCCC(Nc4ccc(F)cc4)C3)cn2c1 (stereo not given)
 : 1.5	0.3	-2	-5	9	0	-18	-12	4
Cc1n(-c2ccccc2)c2ccc(Cl)cc2[n+]1CCO
 : -0.2	1.3	-12	-5	9	4	2	-5	-5
COC(=O)C(C)N1C(=O)S/C(=C\c2ccc(-c3ccc(C(=O)O)cc3C)o2)C1=O (stereo not given)
 : 1.8	1.8	-5	-4	8	7	-2	-11	-18
Clc1ccc(Nc2nc(N3CCOCC3)nc(N3CCOCC3)n2)cc1Cl
 : -0.5	-1.7	-3	-7	6	-1	-27	-5	-6

The list itself (from the top)
Values run as follows: V1R ag counter	OXTR ag	M1 ag	CHO parental Ca	CHRM1 PAM	TAAR1 ag	TAAR1 antag	M1 antag	OXTR potentiator
Cc1ccc(C(=O)Nc2ccc(N3CCCC3)cc2)c(C)c1
 : 0.3	-1.5	-14	17	-35	1	-14	16	-3
CCSc1nsc(NC(=O)Nc2cccc(F)c2)n1
 : 16	20*	4	101*	-12	14	17	38*	-26
c1csc(-c2nc(CN3CCSCC3)cs2)c1
 : 0.5	-0.8	-5	-3	2	0	-31	-2	0
CCOC(=O)C1(Cc2cccc(Cl)c2)CCCN(C(=O)C(C)(C)C)C1 (stereo not given)
 : 1.5	-1.9	-2	-19	12	5	-4	-16	-6
Cc1ccc2nc(C(=O)N3CCCC(Nc4ccc(F)cc4)C3)cn2c1 (stereo not given)
 : 1.5	0.3	-2	-5	9	0	-18	-12	4
Cc1n(-c2ccccc2)c2ccc(Cl)cc2[n+]1CCO
 : -0.2	1.3	-12	-5	9	4	2	-5	-5
COC(=O)C(C)N1C(=O)S/C(=C\c2ccc(-c3ccc(C(=O)O)cc3C)o2)C1=O (stereo not given)
 : 1.8	1.8	-5	-4	8	7	-2	-11	-18
Clc1ccc(Nc2nc(N3CCOCC3)nc(N3CCOCC3)n2)cc1Cl
 : -0.5	-1.7	-3	-7	6	-1	-27	-5	-6
CCS(=O)(=O)N1CCCC(C(=O)NCc2cccnc2)C1 (stereo not given)
 : 0.3	0.3	3	6	6	-1	-8	-7	-2
O=C(NC1(C(F)(F)F)NC(=O)N(Cc2cccnc2)C1=O)c1ccccc1Cl (stereo not given)
 : 0.3	0.8	-3	-3	-2	1	12	2	2
CCOC(=O)c1c(C)n(C)c2cc(CN(C)C)c(O)c(S(=O)(=O)c3ccccc3)c12
 : 0.3	-1.0	-10	-9	-3	3	-17	4	-1
Cc1ccc(C(=O)NCc2ccc3c(c2)OCO3)cc1N1CCCC1=O
 : 0.3	-0.3	-1	-4	3	0	1	-5	-3
O=C(CN(C(=O)c1csnn1)c1ccc2c(c1)OCCO2)NCc1ccc(F)cc1
 : 1.7	11	-3	-4	-1	-1	13	9	-10
N#Cc1c(C(F)(F)F)cc(-c2cccc(Cl)c2)[nH]c1=O
 : 3.3	1.1	0	-11	-1	9	-3	-1	-17
Cc1ccc(C)c(C(=O)CCC(=O)O)c1
 : 1.9	0.3	-3	-1	5	0	7	-8	-2
COc1ccc(CN(C(=O)c2cnccn2)C(C(=O)NC(C)(C)C)c2cc(OC)c(OC)c(OC)c2)cc1 (stereo not given)
 : 2.2	0.1	-3	1	8	0	13	-9	-15
CN(CC(=O)Nc1ccccc1Cl)C(=O)c1cccc(S(=O)(=O)N2CCN(c3ccc(F)cc3)CC2)c1
 : 12	6.2	7	19	-4	1	5	19	-15
CCC(CO)N=CC1=C(O)CC(C)(C)CC1=O (stereo not given)
 : 1.5	1.7	0	-15	12	3	-18	-11	0
Cc1ccc(C)c(OCCC(=O)OCC(=O)Nc2cccc(S(=O)(=O)N3CCCC3)c2)c1
 : 2.3	1.1	-3	-13	-1	1	-2	1	-13
CC1=C(C(=O)N2CCOCC2)CC(CC(=O)NC2CC2)C(=O)N1Cc1ccc(C(C)(C)C)cc1 (stereo not given)
 : ·	·	2	·	12	1	-15	-7	·
Cc1ccc(NC(=O)c2cnccn2)cc1C
 : 1.1	0.2	-3	-12	4	-1	-29	-8	-7
COCCn1c(C)cc(C(=O)COC(=O)c2ccccc2Br)c1C
 : 0.0	-0.4	-8	-13	-3	1	-24	5	-12
CCC(Sc1ncccc1C(=O)Oc1cccc([N+](=O)[O-])c1)C(=O)Nc1ccccc1OC (stereo not given)
 : 0.2	0.0	1	-18	11	0	4	3	-4
O=c1[nH]c(-[n+]2ccccc2)c(/C=N/N=C(\[O-])c2ccccc2)s1
 : 1.1	0.6	-2	-6	8	4	-50	-11	0
COc1ccc(OC)c(NS(=O)(=O)c2ccc(Cl)nc2)c1
 : 0.2	0.3	-7	-10	1	0	8	-9	-2
O=C(Nc1ncccn1)c1ccc(Cl)c([N+](=O)[O-])c1
 : 1.1	0.7	5	1	11	2	6	-12	-2
O=C(NCCCN1CCOCC1)c1[nH]c(C(F)(F)F)nc1-c1ccccc1
 : ·	·	1	·	4	0	10	-35	·
CC1CN(Cc2nc3c(c(=O)n(C)c(=O)n3C)n2CCCc2ccccc2)CC(C)O1 (stereo not given)
 : 0.6	-0.1	-3	-23	3	2	2	-9	3
COc1ccccc1NC(=O)CSc1nnnn1-c1ccc2c(c1)OCO2
 : 0.6	0.0	-5	-4	-6	2	6	4	-7
Cn1cc(CN2CCC(C(=O)Nc3cccc(-c4cscn4)c3)CC2)cn1
 : -0.1	0.5	-4	-5	9	0	1	-17	-4
CCCNC(=O)C1(C)CCCN(C(=O)C(c2ccccc2)c2ccccc2)C1 (stereo not given)
 : ·	·	0	·	5	4	-19	-9	·
COc1ccc(S(=O)(=O)N2CCN(C(=O)NCc3ccc(OC)c(OC)c3)CC2)cc1
 : 2.3	0.0	-1	-12	-1	1	-6	-6	-9
Cc1cc(C)c(C(=O)OCc2csc(CC(=O)Nc3ccccc3C)n2)c(C)c1
 : 2.6	-1.4	-3	-24	-4	2	14	4	-4
COC(=O)c1c(C)[nH]c(C(=O)/C=C/c2ccccc2Cl)c1C
 : 1.1	-0.2	-1	-1	4	1	-29	-8	1
CCN(CC)CC(O)Cn1c2ccccc2c2ccccc21 (stereo not given)
 : 2.9	7.4	-8	-24	4	6	-14	-17	1
CC1CCN(C(=O)CSc2ccc(-c3ccc(F)cc3)nn2)CC1
 : -1.1	-2.0	-6	-13	2	7	24	-6	-7
COc1ccc(C2CC(=O)OC3=C2C(=O)CC(C)(C)C3)c(OC)c1 (stereo not given)
 : 0.7	1.7	-4	4	6	1	-10	-5	1
O=C(Nc1nc2ccccc2s1)c1ccc(Cl)s1
 : -0.9	-1.5	-3	-12	-2	-1	-10	-1	-7
Cc1ccc(-c2csc(N=C(N)N)n2)cc1
 : 0.1	1.9	3	-2	7	9	-41	-4	1
Fc1ccc(C[n+]2csc3ccccc32)cc1
 : 0.2	-0.8	-1	27	1	17	-1	-9	-5
CC(=O)N1CCN(c2nnc(-c3ccc(C)cc3)c3ccccc23)CC1
 : 0.6	-2.3	-11	-11	2	-2	-8	-5	5
C=CCOC(=O)C1=C(C)NC(=O)NC1c1ccc(Cl)cc1 (stereo not given)
 : 0.1	-1.3	2	-1	7	-2	-2	3	-4
Cc1ccc(S(=O)(=O)N2C[C@H]3N(C(=O)OC(C)C)N(C(=O)OC(C)C)C[C@H](OC(=O)NC4CCCC4)[C@@]3(O)C2)cc1
 : ·	·	-6	·	12	1	-4	-14	·
COc1ccc(NC(=O)c2ccc(Br)o2)c([N+](=O)[O-])c1
 : -1.2	-1.5	-3	10	8	12	25	-14	-16
Cc1[nH]c2ccc(F)cc2c1CCN(Cc1cccnc1)C(=S)NC(C)(C)C
 : 1.2	1.5	-9	-13	-7	6	-3	9	-3
CC(NC(=O)c1ccc(C(C)(C)C)cc1)C(c1cccs1)N1CCOCC1 (stereo not given)
 : -0.8	-1.0	-3	-28	-2	-1	-23	11	4
CCOc1ccc(/C=C2\CCCc3c2nc2ccccc2c3C(=O)O)cc1OC
 : 135*	100*	53*	30*	-6	·	·	7	-17

Screening results (PubChem BioAssay)
